Source: PubChem
IDH1 R132H inh – inhibitors of IDH1 R132H reductase, primary screen, biochemical, plate reader, single point; AID 624101, 2012; inhibition, % at 10 µM; Isocitrate dehydrogenase [NADP] cytoplasmic (Homo sapiens), O75874; diaphorase/resazurin fluorescence, 60 min; 70,000 tested, 0.18% active; in the data active = inhibition above about 34%;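 also: 0% = DMSO and 100% = no enzyme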
PRC2 inh – EZH2/PRC2 methyltransferase inhibitors, primary screen, biochemical, DELFIA time-resolved fluorescence, single point; inhibition, % at 12.5 µM; Histone-lysine N-methyltransferase EZH2 (Homo sapiens), Q15910; 57,000 tested, 0.35% active; PRC2 H3K27 methylation, DELFIA TRF, 1 h;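 active = mean inhibition of replicates at least 50% and every single replicate also reaching 50%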;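 also: dimethyl H3K27 on biotinylated H3 21-44 peptide detected by antibody; plate controls were median neutral control wells for no effect and median positive control wells for full effect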
Target sequence (Q15910 whole entry, looked up): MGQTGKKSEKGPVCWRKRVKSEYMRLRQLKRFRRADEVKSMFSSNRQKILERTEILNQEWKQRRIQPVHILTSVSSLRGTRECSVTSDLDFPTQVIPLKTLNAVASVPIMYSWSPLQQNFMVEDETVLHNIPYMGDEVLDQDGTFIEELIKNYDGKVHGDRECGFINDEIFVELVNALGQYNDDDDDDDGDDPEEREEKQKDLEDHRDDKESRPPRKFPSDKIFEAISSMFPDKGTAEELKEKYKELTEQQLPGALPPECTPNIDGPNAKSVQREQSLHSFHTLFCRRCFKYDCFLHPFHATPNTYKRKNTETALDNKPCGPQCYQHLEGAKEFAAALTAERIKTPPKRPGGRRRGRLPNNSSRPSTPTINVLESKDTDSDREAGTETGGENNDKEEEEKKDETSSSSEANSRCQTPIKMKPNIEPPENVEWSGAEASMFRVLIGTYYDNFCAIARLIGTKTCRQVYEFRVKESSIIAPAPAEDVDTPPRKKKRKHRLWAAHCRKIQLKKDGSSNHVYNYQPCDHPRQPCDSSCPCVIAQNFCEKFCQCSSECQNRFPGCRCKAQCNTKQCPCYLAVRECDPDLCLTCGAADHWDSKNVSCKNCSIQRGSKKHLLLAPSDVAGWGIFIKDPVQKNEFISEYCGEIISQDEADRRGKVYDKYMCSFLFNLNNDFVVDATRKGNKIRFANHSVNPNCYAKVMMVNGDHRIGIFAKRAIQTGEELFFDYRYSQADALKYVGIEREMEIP
An asterisk follows results filed as active; · = no result given. Not all compounds are listed. The share of hits here may be higher or lower than overall.

SMILES	IDH1 R132H inh	PRC2 inh
COc1ccc(S(=O)(=O)N(C)C[C@@H]2Oc3c(NC(=O)NC(C)C)cccc3C(=O)N([C@@H](C)CO)C[C@H]2C)cc1	1.1	·
C[C@@H]1CN([C@H](C)CO)C(=O)c2cc(NS(=O)(=O)c3ccc(F)cc3)ccc2O[C@H]1CN(C)Cc1ccc(Oc2ccccc2)cc1	0.4	·
Cc1noc(C)c1S(=O)(=O)Nc1ccc2c(c1)C(=O)N([C@@H](C)CO)C[C@@H](C)[C@H](CN(C)C(=O)Nc1ccc(C(F)(F)F)cc1)OCCCC[C@@H](C)O2	2.0	·
C[C@H](CO)N1C[C@H](C)[C@H](CN(C)Cc2ccc3c(c2)OCO3)Oc2cc(-c3cccc(C(=O)N(C)C)c3)ccc2S1(=O)=O	-0.2	-3
Cn1c(NCCCN)nc2c1c(=O)n(Cc1ccccc1Cl)c(=O)n2C	-0.1	-16
CNC[C@H]1Oc2cc(C#Cc3ccccn3)ccc2S(=O)(=O)N([C@H](C)CO)C[C@@H]1C	-0.3	-26
CCn1c(SCC(=O)N2CCc3ccccc32)nnc1-c1ccco1	0.4	2
CCCNC(=O)N(C)C[C@H]1Oc2ncc(-c3ccncc3)cc2C(=O)N([C@@H](C)CO)C[C@H]1C	5.3	-3
O=C(CCCCC(=O)N/N=C/c1ccc(O)cc1Br)NO	0.6	0
Cc1ccc(S(=O)(=O)N[C@H]2CC[C@@H](CCn3cc(C4CC4)nn3)O[C@H]2CO)cc1	0.3	-4
C[C@@H]1CN([C@@H](C)CO)C(=O)c2cccc(NC(=O)Nc3ccccc3)c2O[C@H]1CN(C)C(=O)Nc1ccc(C(F)(F)F)cc1	-2.6	·
Cc1ccccc1S(=O)(=O)N[C@H]1CC[C@H](CCNS(=O)(=O)c2cccc(F)c2)O[C@H]1CO	-0.5	-5
O=C(CN1CCOCC1)N[C@H]1CC[C@@H](CCn2cc(C3CC3)nn2)O[C@@H]1CO	0.2	4
COc1ccc(S(=O)(=O)N(C)CC(=O)Nc2cc(Cl)ccc2OC)cc1C	0.5	-7
C[C@H](CO)N1C[C@H](C)[C@H](CN(C)C(=O)CN(C)C)Oc2cc(C#CCC3CCCC3)ccc2S1(=O)=O	7.5	-27
COc1cc(CO)cc(I)c1OCc1cccc([N+](=O)[O-])c1	-0.4	14
CCC(=O)Nc1ccc2c(c1)C(=O)N(C)C[C@@H](OC)[C@H](C)CN(C(C)=O)[C@H](C)CO2	0.3	-7
CC(C)NC(=O)N(C)C[C@H]1Oc2ncc(C#CC3CCCCC3)cc2C(=O)N([C@@H](C)CO)C[C@H]1C	·	-23
Cc1ccc(S[C@]2(C(=O)NC(C)C)CC(=O)N(C3CCCCC3)[C@@H]2c2ccc(CO)cc2I)cc1	·	6
C[C@H](CO)N1C[C@H](C)[C@H](CN(C)C)Oc2cc(-c3cccc(F)c3)ccc2S1(=O)=O	3.0	18
O=c1c(-c2ccc(O)cc2)coc2cc(O)cc(O)c12	1.4	13
CCCNC(=O)N(C)C[C@H]1Oc2cc(C#Cc3cccc(F)c3)ccc2S(=O)(=O)N([C@@H](C)CO)C[C@@H]1C	3.8	-15
C[C@H](CO)N1C[C@H](C)[C@@H](CN(C)C(=O)c2ccc(F)cc2)Oc2ncc(/C=C/c3ccccc3)cc2C1=O	-0.3	-6
Cc1ccc(OC(=O)N(C)C[C@H]2OCc3ccccc3-c3ccccc3C(=O)N([C@H](C)CO)C[C@H]2C)cc1	0.4	2
C[C@@H]1CN([C@@H](C)CO)C(=O)c2cc(NC(=O)Nc3ccc(F)cc3)ccc2O[C@@H]1CN(C)S(=O)(=O)c1ccc(F)cc1	2.2	·
O=C1C(=O)N(Cc2ccco2)C(c2cccc(O)c2)C1C(=O)c1ccco1 (stereo unspecified)	0.2	1
CO[C@H]1CN(C)C(=O)c2cc(NC(C)=O)ccc2OC[C@@H](C)N(S(C)(=O)=O)C[C@@H]1C	-0.3	-2
C[C@@H]1CN([C@H](C)CO)C(=O)c2cc(NS(=O)(=O)c3ccc(Cl)cc3)ccc2O[C@@H]1CN(C)C(=O)NC1CCCCC1	-2.1	-2
CCCNC(=O)N(C)C[C@H]1Oc2cc(-c3ccccc3)ccc2S(=O)(=O)N([C@H](C)CO)C[C@H]1C	-0.1	·
CC(NC(=O)Cn1cc(Br)c([N+](=O)[O-])n1)c1ccccc1 (stereo unspecified)	0.4	-10
C[C@H](CO)N1C[C@H](C)[C@H](CN(C)C(=O)C2CCC2)Oc2cc(C#C[C@@H](C)O)ccc2S1(=O)=O	2.1	-3
COc1ccc(NC(=O)N(C)C[C@H]2Oc3c(NC(=O)CCCCCC(=O)Nc4ccccc4N)cccc3C(=O)N([C@@H](C)CO)C[C@H]2C)cc1	·	16
C[C@H](CO)N1C[C@H](C)[C@@H](CN(C)Cc2ccc(Cl)c(Cl)c2)Oc2ccc(NC(=O)c3ccncc3)cc2C1=O	-0.6	-13
COc1ccc(Br)c(/C=N/NC(=O)c2ccccc2O)c1	·	27
C[C@@H]1CCCCO[C@H](CN(C)S(=O)(=O)c2cn(C)cn2)[C@@H](C)CN([C@@H](C)CO)C(=O)c2cc(NC(=O)CCCN(C)C)ccc2O1	-5.8	·
C[C@@H]1CN([C@H](C)CO)C(=O)Cc2cc(NC(=O)Nc3ccccc3)ccc2O[C@@H]1CN(C)C	·	9
C/C=C/c1ccc2c(c1)O[C@H](CN(C)C(=O)C1CCCCC1)[C@H](C)CN([C@H](C)CO)S2(=O)=O	·	-4
CCS(=O)(=O)Nc1ccc2c(c1)C(=O)N(C)C[C@H](OC)[C@H](C)CN(C(=O)NC(C)C)[C@@H](C)CO2	-0.2	3
COc1cc2c(cc1NC(=O)CSc1nnc(N)s1)oc1ccccc12	-0.5	13
Cc1noc(C)c1S(=O)(=O)Nc1ccc2c(c1)C(=O)N([C@H](C)CO)C[C@@H](C)[C@H](CN(C)Cc1ccc(C(F)(F)F)cc1)OCCCC[C@H](C)O2	1.5	·
O=C(CC1(O)C(=O)Nc2ccc([N+](=O)[O-])cc21)c1ccccc1 (stereo unspecified)	-0.1	-6
COC(=O)C1=CO[C@@H](O[C@@H]2O[C@H](CO)[C@@H](O)[C@H](O)[C@H]2O)[C@H]2[C@@H]1[C@H](OC(=O)/C=C/c1ccc(O)cc1)C[C@]2(C)OC(C)=O	-0.2	3
CCCN(C)C[C@@H]1Oc2cc(C#CCN(C)C)ccc2S(=O)(=O)N([C@H](C)CO)C[C@@H]1C	0.7	-25
Cc1cc(C(=O)Nc2cccc3c2O[C@H](CN(C)C(=O)NC(C)C)[C@@H](C)CN([C@H](C)CO)C3=O)n(C)n1	0.8	·
CO[C@H]1CN(C)C(=O)c2ccc(NC(C)=O)cc2OC[C@@H](C)N(C(=O)Cc2ccccn2)C[C@@H]1C	-0.2	6
O=C1CCCN2N=C(SCC(=O)c3ccc(Cl)cc3)SC2=N1	0.9	-1
CCCNC(=O)Nc1ccc2c(c1)OC[C@@H](C)N(Cc1ccc(-c3ccccn3)cc1)C[C@H](C)[C@@H](OC)CN(C)C2=O	0.1	-7
COc1ccc(S(=O)(=O)N(C)C[C@H]2Oc3c(NC(=O)c4ccc(-c5nccs5)cc4)cccc3C(=O)N([C@H](C)CO)C[C@@H]2C)cc1	-1.7	·

Part of the list above, as labelled records.
> Cc1ccc(OC(=O)N(C)C[C@H]2OCc3ccccc3-c3ccccc3C(=O)N([C@H](C)CO)C[C@H]2C)cc1
  IDH1 R132H inh: 0.4
  PRC2 inh: 2

> C[C@@H]1CN([C@@H](C)CO)C(=O)c2cc(NC(=O)Nc3ccc(F)cc3)ccc2O[C@@H]1CN(C)S(=O)(=O)c1ccc(F)cc1
  IDH1 R132H inh: 2.2
  PRC2 inh: ·

Additional records:
SMILES	IDH1 R132H inh	PRC2 inh
C[C@@H]1CN([C@H](C)CO)C(=O)Cc2cc(N(C)C)ccc2O[C@H]1CN(C)S(=O)(=O)c1ccc(Cl)cc1	1.1	·
CCn1c(=O)c(C(=O)NCC2CCCO2)c(O)c2ccccc21 (stereo unspecified)	0.2	-5
C[C@H]1CN([C@@H](C)CO)C(=O)CCCn2nncc2CO[C@@H]1CN(C)C(=O)Nc1ccc(-c2cccs2)cc1	0.0	·
Cc1noc(C)c1NC(=O)N(C)C[C@@H]1Oc2ccc(NS(=O)(=O)c3cn(C)cn3)cc2CC(=O)N([C@@H](C)CO)C[C@H]1C	3.2	·
CC1CC(=O)c2cc(O)c(O)cc2C1 (stereo unspecified)	-0.7	2
Cc1cc(C(=O)NCCCn2ccnc2)cs1	3.2	17
C[C@@H]1CN([C@H](C)CO)C(=O)c2cccc(NC(=O)Nc3cccc4ccccc34)c2O[C@@H]1CN(C)C(=O)Nc1ccc(C(F)(F)F)cc1	0.5	·
C[C@@H]1CN([C@@H](C)CO)C(=O)c2cccc(NC(=O)C3CCCCC3)c2O[C@@H]1CN(C)Cc1ccc2c(c1)OCO2	-1.6	16
C[C@@H]1CN([C@H](C)CO)C(=O)c2cccc(NS(=O)(=O)c3cn(C)cn3)c2O[C@H]1CN(C)Cc1ccc2c(c1)OCO2	1.8	·
Cc1ccc(-c2ccc3c(c2)O[C@@H](CN(C)C(=O)CC2CC2)[C@@H](C)CN([C@@H](C)CO)S3(=O)=O)cc1	-0.1	-1
C[C@H]1CN([C@@H](C)CO)C(=O)c2cc(NS(=O)(=O)c3cccs3)ccc2O[C@H]1CN(C)Cc1ccc(Cl)c(Cl)c1	-1.4	17
Cn1cnc(S(=O)(=O)N[C@@H]2CC[C@@H](CC(=O)NCC3CCCCC3)O[C@H]2CO)c1	0.3	7
C[C@H](CO)N1C[C@H](C)[C@@H](CN(C)CC2CCCCC2)Oc2c(NC(=O)C3CCCCC3)cccc2C1=O	·	-10
C[C@@H]1CN([C@@H](C)CO)C(=O)c2cc(-c3ccncc3)cnc2O[C@H]1CN(C)C(=O)C1CCC1	·	13
C[C@@H]1CN([C@@H](C)CO)C(=O)c2cccc(NS(=O)(=O)c3ccc(Cl)cc3)c2O[C@@H]1CN(C)S(=O)(=O)c1cccs1	1.3	·
CO[C@H]1CN(C)C(=O)c2ccc(NS(=O)(=O)c3ccccc3)cc2OC[C@@H](C)NC[C@H]1C	0.3	4
O=C(Nc1cccc2ccccc12)C1CCCN1S(=O)(=O)c1ccccc1 (stereo unspecified)	-0.7	7
COCC(=O)Nc1ccc2c(c1)C(=O)N(C)C[C@@H](OC)[C@H](C)CN(Cc1cncnc1)[C@H](C)CO2	0.0	-13
O=C(C[C@@H]1C[C@H]2c3cc(NC(=O)C4CCOCC4)ccc3O[C@H]2[C@@H](CO)O1)NCc1ccc(Oc2ccccc2)cc1	0.6	-1
C[C@@H]1CN([C@H](C)CO)S(=O)(=O)c2ccc(-c3cccnc3)cc2O[C@@H]1CN(C)Cc1ccccn1	0.2	17
C[C@H]1CN([C@@H](C)CO)C(=O)c2cc(NC(=O)Nc3ccc(F)cc3)ccc2O[C@H]1CN(C)Cc1ccc(C(=O)O)cc1	0.5	·
Cc1ncc(CO)c(/C=N/NC(=O)CCCCCCC(=O)NO)c1O	-1.2	16
C[C@@H]1CN([C@@H](C)CO)S(=O)(=O)c2ccc(-c3cccnc3)cc2O[C@@H]1CN(C)C	-2.5	-16
Cc1ccc(-c2ccc3c(c2)O[C@@H](CN(C)C(=O)C2CC2)[C@@H](C)CN([C@@H](C)CO)S3(=O)=O)cc1	·	-1
CC(C)NC(=O)N(C)C[C@@H]1Oc2cc(C3=CCCCC3)ccc2S(=O)(=O)N([C@H](C)CO)C[C@H]1C	1.5	5
C[C@@H]1CN([C@@H](C)CO)C(=O)c2cccc(NC(=O)Nc3ccc4c(c3)OCO4)c2O[C@H]1CN(C)CC1CCCCC1	-2.0	-16
NS(=O)(=O)c1ccc(CCNC(=O)c2cc(-c3cccs3)nc3ccccc23)cc1	1.9	-6
C[C@@H]1CN([C@@H](C)CO)C(=O)c2cc(NC(=O)Cc3ccccc3)ccc2O[C@H]1CN(C)Cc1ccc2c(c1)OCO2	·	-8
C[C@@H]1CN([C@H](C)CO)C(=O)Cc2cc(NS(=O)(=O)c3ccc(Cl)cc3)ccc2O[C@H]1CN(C)Cc1ccc2c(c1)OCO2	0.7	·
C[C@H](CO)N1C[C@H](C)[C@H](CN(C)Cc2ccc(C(=O)O)cc2)OCCCC[C@H](C)Oc2ccc(NC(=O)CCCN(C)C)cc2C1=O	5.0	·
C[C@@H]1CCCCO[C@@H](CN(C)S(=O)(=O)c2ccccc2)[C@H](C)CN([C@H](C)CO)C(=O)c2cc(NC(=O)Cc3ccccc3)ccc2O1	0.7	·
C[C@H](CO)N1C[C@H](C)[C@H](CN(C)S(C)(=O)=O)Oc2c(NC(=O)Nc3ccc4c(c3)OCO4)cccc2C1=O	-3.1	·

Single entries from the results shown:
Value for NS(=O)(=O)c1ccc(CCNC(=O)c2cc(-c3cccs3)nc3ccccc23)cc1 in IDH1 R132H inh: 1.9
Value for C[C@H](CO)N1C[C@H](C)[C@H](CN(C)Cc2ccc(C(=O)O)cc2)OCCCC[C@H](C)Oc2ccc(NC(=O)CCCN(C)C)cc2C1=O in IDH1 R132H inh: 5.0
Value for C[C@@H]1CN([C@H](C)CO)C(=O)Cc2cc(NS(=O)(=O)c3ccc(Cl)cc3)ccc2O[C@H]1CN(C)Cc1ccc2c(c1)OCO2 in IDH1 R132H inh: 0.7
Value for C[C@@H]1CCCCO[C@@H](CN(C)S(=O)(=O)c2ccccc2)[C@H](C)CN([C@H](C)CO)C(=O)c2cc(NC(=O)Cc3ccccc3)ccc2O1 in IDH1 R132H inh: 0.7
